# Screens (PubChem)
# Redox H2O2 prof: compounds producing H2O2 with reducing agent – biochemical, NIH compound library profiling, artefact control for MLSCN library redox annotation, primary screen | DTT-dependent redox cycling H2O2, phenol red/HRP absorbance; 100% = 100 µM peroxide control, 0% = buffer | AID 878 | hit rate 0.03% among 200,000 | activation, % at 10 µM;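 active = activation of at least 50% relative to the plate's high and low controls in the primary single-dose screen; inactive = activation below 50%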;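 also: compound incubated with DTT at 0.8 mM final as the reducing agent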
# Hsp70 act: switches on Hsp70 transcription. HeLa Hsp70 promoter luciferase reporter, luminescence; scaled: vehicle 0, proteasome-inhibitor control 100%. activation, % at 10 µM. hit rate 0.04% among 200,000. AID 1203;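 active = activation above the mean across all tested compounds plus 3 SD, cutoff set per campaign, cut at about 5.5% in these data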;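 also: 100% = MG132 at 30 µM as the positive control and 0% = DMSO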
# TLR4-MyD88 BLA: inhibitors of human TLR4-MyD88 binding; hit rate 0.18% among 200,000; HeLa CL3-4 TLR4/MyD88 BLA complementation, FRET ratio; inhibition, % at 8.4 µM; AID 861; O00206+Q99836; in the data active = inhibition above about 25%;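 also: 0% = vehicle and 100% = reference inhibitor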
# Diaph act CS: activates diaphorase or chemically reduces, flagging diaphorase assay artifacts; Diaphorase/resazurin coupled assay, resorufin fluorescence, 16 min; active compounds read high; 1 = vehicle wells, 0 = NADH-free wells; activation factor at 20 µM; hit rate 0.005% among 190,000;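 active = diaphorase activity raised at least twofold by the compound at 20 µM; inactive = activation factor below 2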
#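 Material: purified diaphorase enzyme from Clostridium kluyveri; Also added: 0.114 mM NADH and 0.1 mM resazurin, final amounts; Doses: single compound dose of 20 µM, 1% DMSO final; Times: 16 min enzyme reaction, ambient temperature; Detection: resorufin fluorescence, excitation 544 nm, emission 590 nm; Measure: increased resorufin signal from activators or reducing compounds.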
# Diaph inh CS: inhibits diaphorase or chemically oxidizes, flagging diaphorase assay artifacts. diaphorase resazurin-to-resorufin fluorescence, NADH, 16 min; bacterial (C. kluyveri) enzyme, not human. inhibition, % at 20 µM. hit rate 0.69% among 190,000. AID 1217;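 active = primary screen inhibition at 20 µM above a set limit, cut at about 50% in these data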;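 also: plate controls were DMSO with full reaction for no effect and wells lacking NADH for full effect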
#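 material = Clostridium kluyveri diaphorase enzyme | amount = 0.14 U/mL diaphorase, enzyme working solution | schedule = incubation 16 min, room temperature | detection = fluorescence of resorufin formed from resazurin, Ex 544/Em 590 nm | benchmarks = positive control minus NADH, DMSO neutral control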
# PMI act satM6P: increases human PMI activity with near-saturating mannose 6-phosphate. activation factor at 20 µM. coupled PMI enzyme assay, resazurin fluorescence, 20 min; active compounds read high; 1 = untreated enzyme, 0 = substrate-free blank. P34949. AID 1216. hit rate 0.34% among 190,000;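 active = activation factor of 2 or more at 20 µM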
# Target sequence (P34949 whole entry, looked up): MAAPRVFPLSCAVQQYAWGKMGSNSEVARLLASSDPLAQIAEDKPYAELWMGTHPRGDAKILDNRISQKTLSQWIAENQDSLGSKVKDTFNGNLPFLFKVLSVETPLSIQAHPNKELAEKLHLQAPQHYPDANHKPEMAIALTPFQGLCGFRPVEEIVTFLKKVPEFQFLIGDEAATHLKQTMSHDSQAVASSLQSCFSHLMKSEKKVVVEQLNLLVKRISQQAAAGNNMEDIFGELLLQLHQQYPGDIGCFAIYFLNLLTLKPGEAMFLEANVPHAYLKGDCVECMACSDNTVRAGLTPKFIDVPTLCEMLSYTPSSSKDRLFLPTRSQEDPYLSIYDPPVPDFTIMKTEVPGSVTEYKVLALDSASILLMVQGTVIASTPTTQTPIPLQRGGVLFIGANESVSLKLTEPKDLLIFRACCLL
#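 Technique: Diaphorase-driven resazurin-to-resorufin fluorescence, excitation 544, emission 590 nm | Assay system: Human PMI in coupled enzyme assay | Times: Enzyme reaction with compound 20 min at room temperature | Medium: HEPES-buffered pH 7.4 with magnesium and detergent | Reagent: Mannose-6-phosphate 1.0 mM (near-saturating) plus 0.22 mM NADP+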
# PMI act: activators of human phosphomannose isomerase; activation factor at 20 µM; P34949; hit rate 0.005% among 190,000; AID 1214; purified human PMI, coupled resazurin fluorescence, 20 min; active compounds read high; 1 = vehicle control, 0 substrate-free wells;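 active = activation factor of 2 or more at 20 µM, relative to plate controls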
# Lmaj promast: reduces viability of Leishmania major promastigotes | resazurin fluorescence viability | inhibition, % at 10 µM | hit rate 9% among 200,000 | AID 1063;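 also: promastigotes grown with compound for 44 hours at 28 °C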
# G6PDH CS: counter-screen for G6PDH assay hits: L. mesenteroides G6PDH inhibition; hit rate 0.12% among 200,000; Purified L. mesenteroides G6PDH, diaphorase/resazurin coupled fluorescence, 45 min; inhibition, % at 5 µM
# S1P3 antag: antagonists of human S1P3 receptor | hit rate 0.27% among 170,000 | AID 485 | CHO S1P3 NFAT-BLA reporter, FRET fluorescence, antagonist mode | Q99500 | inhibition, % at 4.98 µM;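 active = inhibition above the plate cutoff, the mean inhibition of test wells on that plate plus 3 SD, cut at about 28% in these data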;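 also: cells challenged with S1P at its EC80 of 0.8 µM; blue over green emission ratio from cleaved BLA substrate after 4 h stimulation; 0% = S1P-stimulated wells and 100% = unstimulated DMSO-only wells; some compounds past the cut are filed as inactive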
# Target sequence (Q99500 whole entry, looked up): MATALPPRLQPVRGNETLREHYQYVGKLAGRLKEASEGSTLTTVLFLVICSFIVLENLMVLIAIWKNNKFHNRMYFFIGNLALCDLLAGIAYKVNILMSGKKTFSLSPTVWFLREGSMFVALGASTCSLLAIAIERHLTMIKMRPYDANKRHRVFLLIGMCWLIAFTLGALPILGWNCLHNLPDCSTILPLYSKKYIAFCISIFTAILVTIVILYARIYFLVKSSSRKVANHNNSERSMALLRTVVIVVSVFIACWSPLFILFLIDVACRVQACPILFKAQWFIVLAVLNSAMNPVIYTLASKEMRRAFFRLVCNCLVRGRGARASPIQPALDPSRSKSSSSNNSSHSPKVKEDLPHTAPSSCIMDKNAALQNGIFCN
# RAM inhibit: blocks the yeast RAM network; S. cerevisiae dse1pr::URA3 reporter, 5-FOA growth OD615, 2 d; analog-sensitive cbk1-as2 kinase mutant strain; inhibition, % at 50 µM; hit rate 1.8% among 190,000;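 active = inhibition above a set limit, 3 SD over mean compound inhibition, cut at about 8.4% in these data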;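 also: 0% = DMSO-only wells with no growth and 100% = 10 µM 1-NA-PP1 full growth; inhibition rescues growth on 5-FOA so higher OD means more RAM inhibition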
# Numbers without * were called inactive; · = no result given. Rule as the data show it, unless noted: active = inhibition above about 50%; inactive = the rest.
# Sequence of screens – Redox H2O2 prof	Hsp70 act	TLR4-MyD88 BLA	Diaph act CS	Diaph inh CS	PMI act satM6P	PMI act	Lmaj promast	G6PDH CS	S1P3 antag	RAM inhibit
> O=[N+]([O-])c1ccccc1Nc1c2ccccc2nc2ccccc12
  -1.0	-0.3	16	0.9	6	0.9	1	17	9	5	5.1
> Cn1c(=O)c2cc(S(=O)(=O)N3CCC(c4ccccc4)CC3)ccc2n(C)c1=O
  2.6	0.2	3	1	4	1	0.9	-2	-4	-27	-0.3
> CNc1ccc(C(O)(C(F)(F)F)C(F)(F)F)cc1C(O)(C(F)(F)F)C(F)(F)F
  0.3	0.1	-1	0.8	22	0.9	0.8	98*	7	10	0.8
> C#CCOCCOCCOCCNc1nc(N2CCN(C(=O)[C@H](CCCCN)n3cc(CCCC)nn3)CC2)nc(N2CCN(C(=O)[C@H](CCCCN)n3cc(CCCC)nn3)CC2)n1
  0.2	-0.4	-8	1	2	1.2	1.2	-5	12	-18	0.0
> NC(=O)CSc1nnc(-c2cc3ccccc3o2)n1Cc1ccccc1
  0.1	0.5	10	0.9	7	1	1	-4	1	5	6.1
> Cc1ccc2c(C)c(C(=O)NCc3ccc(S(N)(=O)=O)cc3)oc2c1
  -0.8	-0.4	-1	0.9	11	0.9	0.9	-5	3	-19	3.3
> Cc1cc(C)nc(N2CCCC(C(=O)NCCc3ccc(F)cc3)C2)n1 (stereo unspecified)
  0.0	-0.3	16	0.9	9	1	1.1	1	-7	-36	1.3
> CCOC(=O)C(C)Sc1nnc(Cc2cc(=O)[nH]c(=O)[nH]2)n1-c1cccc(OC)c1 (stereo unspecified)
  -0.8	0.1	-1	0.9	8	1	1	-7	12	13	-0.9
> Cn1ncc2c(=O)n(CC(=O)NC34CC5CC(CC(C5)C3)C4)cnc21
  -1.3	-0.2	-15	0.9	10	1	1	10	-3	·	0.5
> Cc1ccc(OCc2nnc(NC(=O)c3ccco3)s2)c(C)c1
  -0.8	-0.5	5	1	-1	1.1	1.1	-3	7	·	1.5
> Oc1ccc(C(=S)N2CCCCC2)cc1
  0.2	-0.2	-10	1	-3	1	1.1	-1	3	·	1.9
> COc1ccc(NC(=O)CCNC(=O)Cn2cnc3ccccc3c2=O)c(OC)c1
  -2.2	0.2	-11	0.9	11	0.9	0.9	-5	-24	-15	1.0
> CC(=O)c1c(C)[nH]c(C(=O)Nc2nc(C)cs2)c1C
  -0.1	-0.4	6	1	0	1	1	3	0	-14	-0.3
> COc1cc(C(=O)Nc2cc(C(F)(F)F)ccc2Cl)cc(OC)c1OC
  -8.1	-0.2	8	0.9	6	1.1	1	-2	9	·	2.8
> CC(=O)Nc1ccc(S(=O)(=O)N(C)S(=O)(=O)c2ccc(F)cc2)cc1
  1.5	0.6	8	0.7	30	0.9	0.9	-1	9	-4	-1.1
> COc1ccc(Cl)cc1NC(=O)CSc1ncnc2c1oc1ccccc12
  -0.5	-0.2	10	1.1	-10	1.1	1.1	-6	-6	-6	2.8
> NCCCC[C@H]1CNC(=S)N1CCc1cc(C(F)(F)F)cc(C(F)(F)F)c1
  0.5	-0.1	0	1.2	-22	1	1	0	8	-9	0.1
> CN(C)CCNC(=O)Cc1ccc([N+](=O)[O-])cc1
  0.4	-0.2	-1	1	2	1	1.1	41	6	-15	1.2
> CCOc1ccc(S(=O)(=O)NCCCN2CCOCC2)c2ccccc12
  0.2	0.2	-1	0.9	9	0.9	0.9	85*	5	-16	0.8
> CCOc1ccccc1Nc1nnc(SCC(=O)Nc2cc(C)on2)s1
  -0.7	-0.5	1	1	-4	0.9	0.9	5	12	-24	6.0
> CC(=O)c1cnc2nc(C)nn2c1C
  -0.3	-0.1	-10	0.9	9	0.9	1	-2	8	-18	-0.4
> N=c1c2c(n(Cc3ccc([N+](=O)[O-])cc3)c3c1CCC3)CCCC2
  -0.3	0.1	-20	0.9	13	1	1	64*	2	-6	1.4
> O=C(COC(=O)c1ccccc1C(=O)c1ccc(Cl)cc1)NC(c1ccccc1)c1ccccc1
  0.6	-0.3	-4	0.8	20	0.9	0.9	8	2	-2	3.4
> COc1ccc(C(=O)N/N=C/c2ccc3cccc(OCc4ccccc4)c3n2)cc1
  -5.1	-0.1	-9	0.8	25	0.8	1	65*	0	·	2.5
> O=C(c1cc([N+](=O)[O-])ccc1Cl)N1CCN(c2ccc([N+](=O)[O-])cc2)CC1
  -0.2	-0.2	-20	0.8	16	0.9	0.8	-4	17	0	4.2
> Cc1ccccc1Cn1nc(C)c(NC(=O)c2cc(-c3cccs3)on2)c1C
  0.0	-0.4	-4	0.8	17	0.9	1	10	8	12	2.4
> CCOC(=O)/C(C#N)=N/Nc1c(C)n(C)n(-c2ccccc2)c1=O
  -0.7	-0.2	15	0.8	19	1.5	1.4	2	16	3	0.1
> CCNc1nc(NCC)nc(SCCOC(=O)c2ccccc2)n1
  -0.1	-0.1	1	0.9	11	1	1	55*	-1	·	0.6
> CNC(=S)N/N=C/c1cc(C)ccc1C
  -0.1	0.1	18	0.7	29	0.9	1	4	-3	-24	1.0
> O=C(c1ccc(COc2ccc(Cl)cc2)o1)N1N=C(C(F)F)CC1(O)C(F)F (stereo unspecified)
  0.0	-0.2	-3	0.8	17	0.9	0.9	-6	2	-4	2.4

# Limited to TLR4-MyD88 BLA (two entries from above):
SMILES | TLR4-MyD88 BLA
O=C(c1ccc(COc2ccc(Cl)cc2)o1)N1N=C(C(F)F)CC1(O)C(F)F (stereo unspecified) | -3
CCOC(=O)/C(C#N)=N/Nc1c(C)n(C)n(-c2ccccc2)c1=O | 15

# The listing continues.
# Sequence of screens – Redox H2O2 prof	Hsp70 act	TLR4-MyD88 BLA	Diaph act CS	Diaph inh CS	PMI act satM6P	PMI act	Lmaj promast	G6PDH CS	S1P3 antag	RAM inhibit
> Nc1cc(N)nc(SCc2cccnc2)n1
  -0.2	0.1	-11	0.8	17	0.9	0.9	-7	5	3	0.3
> CCOc1ccc(C2C(C(=O)Nc3ccccc3)=C(C)N=c3s/c(=C/c4cccc(OCC(=O)O)c4)c(=O)n32)cc1 (stereo unspecified)
  -1.0	0.2	-11	0.8	21	0.9	0.8	-6	21	-10	4.9
> CCOC(=O)C1(CC2CC2)CCN(Cc2cnc(N(C)C)s2)CC1
  -0.9	0.0	10	1.1	-6	1.1	1.1	4	4	-17	0.2
> CC(=O)c1ccc(NCC2COc3ccccc3O2)c([N+](=O)[O-])c1 (stereo unspecified)
  -1.0	0.3	6	1.1	-8	1.1	1.1	49	2	0	5.5
> CCOc1ccc(-c2[nH]ncc2Oc2ccccc2OCC)c(O)c1
  0.0	-0.4	-7	0.8	18	0.9	0.9	42	12	-12	3.7
> COc1cccc(OC)c1C(=O)NC(=S)N1CCN(c2ccc(C(F)(F)F)cc2[N+](=O)[O-])CC1
  1.2	-0.3	12	0.9	15	0.8	0.9	18	3	·	1.8
> Cc1cccc(-n2c(CNC(=O)Cc3ccccc3)n[nH]c2=S)c1
  0.6	0.0	-7	0.8	20	1	1	7	-2	-12	0.4
> Cn1ccnc1SCc1ccc([N+](=O)[O-])cc1
  1.9	0.1	5	0.9	14	1	1	0	-2	·	-0.8
> O=C1CC(C(=O)Nc2ccc(C(=O)O)cc2)C(c2ccccc2)O1 (stereo unspecified)
  -4.2	-0.1	15	0.8	24	0.9	1	-5	5	·	1.3
> O=C(CN1C(=O)C2C3CCC(C3)C2C1=O)OCC(=O)c1cccc([N+](=O)[O-])c1 (stereo unspecified)
  -0.7	-0.4	4	1	5	1	1	26	-6	-11	0.9
> CCOC(=O)C1CCN(C(=O)c2cnn3c(C)cc(C)nc23)CC1
  -1.1	-0.3	-4	0.9	9	1	1	-2	1	-36	0.4
> CCNc1nc2nonc2nc1NCC
  2.5	-0.1	-5	0.9	11	1	1.1	-6	-1	6	2.6
> C=CCn1c(SCc2ccccc2C#N)nnc1-c1ccccc1O
  -2.5	-0.3	-11	0.8	20	0.9	0.9	21	2	-8	1.6
> O=C(CSc1nc2ccccc2n1CC(=O)N1CCCC1)Nc1nccs1
  0.8	0.0	10	0.9	9	1	0.9	-3	-9	11	0.9
> COc1ccc(S(=O)(=O)NCCC(=O)NCc2cccs2)cc1
  -0.3	-0.3	-6	0.9	6	1	1	-9	-3	2	-0.3
> COc1ccc2c(c1OC)C(C1c3c(cc4c(c3OC)OCO4)CCN1C)OC2=O (stereo unspecified)
  0.6	-0.1	-4	1.1	-9	1.1	1.1	-3	-3	·	-0.4
> Cc1c(NC(=O)c2cc3ccccc3oc2=O)c(=O)n(-c2ccccc2)n1C
  0.2	0.1	4	0.9	8	1.1	1	-2	12	·	0.9
> COc1ccccc1-c1c(C(F)(F)F)oc2cc(OC(=O)c3cccc([N+](=O)[O-])c3C)ccc2c1=O
  1.8	0.0	7	0.9	12	0.8	0.8	2	5	·	2.8
> COc1ccc(C(NC(=O)c2ccc(-c3ccccc3)cc2)c2ccccc2)cc1 (stereo unspecified)
  1.1	-0.1	2	1	0	1	1	-2	5	·	4.1
> CCOC(=O)N1CCC(c2cc(=O)n3[nH]ccc3n2)CC1
  -1.8	-0.5	-9	0.9	10	1	1	-5	22	·	0.9
> C=CCNCCCCOc1ccc(OCc2ccccc2)cc1
  0.4	0.1	-4	1	3	1	1	99*	8	1	1.1
> COc1ccc(N2CCN(c3nc(NCCc4ccc(OC)c(OC)c4)nc(OC)n3)CC2)cc1
  -0.5	-0.4	1	0.8	18	0.9	0.8	1	9	7	1.2
> O=C(NCCCC(=O)N1CCOCC1)c1cccnc1
  -10	0.8	-5	0.9	8	1	1	-4	7	-4	2.2
> O=C(Nc1ccccc1)C(Cc1cccs1)c1nn[nH]n1 (stereo unspecified)
  -0.2	-0.2	-1	0.9	6	1.1	1	-4	4	·	-0.4
> OC(CN1CCN(Cc2ccccc2)CC1)Cn1c2ccccc2c2ccccc21 (stereo unspecified)
  -0.5	-0.2	1	0.9	8	1	1	81*	-10	6	0.4
> CCC(CC)C(=O)NCc1ccccc1Cl
  -3.2	0.1	17	0.9	8	1.1	1	-4	2	2	0.5
